Source: PubChem
TDP43 rescue = qHTS of TDP-43 Inhibitors. hit rate 1.8% among 410,000. Potency, µM (top dose mostly 46.1 µM), inactives show at the top dose growth rescue (activation), hits mostly activators. TDP-43 expressing yeast growth rescue, BacTiter-Glo, 24 h; note: potency is the fitted concentration of half-maximal effect; % of control where 0% means no effect; nearly all actives have a fitted effect of over 50% in size
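Cell-based yeast growth screen: TDP-43 expression induced in galactose, inoculum OD600=0.02 after raffinose pregrowth to mid-log. Read-out BacTiter-Glo luminescence at 24 hr, 30 deg C; inhibition of toxicity seen as signal increase.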
Mm-Cpn inhibitor = Inhibitors of TCP-1 ring complex (TRiC) of Methanococcus maripaludis (MmCpn): qHTS | Chaperonin Mm-Cpn (Methanococcus maripaludis) | purified Mm-Cpn ATPase, ADP Transcreener TR-FRET | Potency, µM (doses to about 76.9 µM), for the others: at the top dose activity, negative = inhibition, most hits filed as inhibitors | hit rate 0.031% among 330,000 | AID 504842, 2011; note: potency is the fitted concentration of half-maximal effect; % is set by controls: 0 for no effect and ±100 for the full control effect; nearly all actives have a fitted effect of over 80% in size
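Inhibition of chaperonin ATP hydrolysis is measured as reduced ADP production, detected by competitive TR-FRET in which signal falls with ADP. Final enzyme 25 nM and ATP 10 uM, reacted 30 min at 37°C.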
Abeta rescue = qHTS for compounds that reverse cellular toxicity of Amyloid beta (A-beta) peptide in yeast: Primary Screen | yeast expressing A-beta42, growth rescue, OD600, 48 h; response scale: 0% DMSO, 100% iron-clioquinol control | Potency, µM (series often up to 46.1 µM), without a hit: at the highest dose growth rescue, hits mostly activators | hit rate 0.063% among 410,000; note: potency is the fitted concentration of half-maximal effect; nearly all actives have a fitted effect of over 55% in size
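Yeast A-beta toxicity model in growth medium with pinned compounds, 48 h at 30 C; growth read as absorbance at 600 nm. Normalized to FeCl3/clioquinol equimolar mix (positive) and DMSO (negative).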
Akt phos inh = HTS Assay for Inhibitors of Akt Phophorylation: Primary Screen; Neuro2A IGF-stimulated pAkt S473 HTRF, 20 min; active compounds read low; activity change, % for hits at 50 µM; hit rate 0.32% among 360,000; AID 651550, 2012; in the data active = activity change below about -80%; inconclusive = mostly about -51% to -80%; note: % is set by controls: 0 for no effect and ±100 for the full control effect
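Neuro2A cells (4,500/well, DMEM with 0.5% FBS) were treated with compound at a single 50 µM final concentration, stimulated with 6 nM IGF for 20 min at 37 °C, and lysed. Phospho-Akt Ser473 was read by HTRF as 665/615 ratio ×10^4.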
HEK293 tox = qHTS of GLP-1 Receptor Inverse Agonists: Cytotox Screen; HEK293 cAMP-luciferase reporter cells, luminescence, 24 h; Potency, µM (highest dose often 38.3 µM), for inactives: top-dose activity change, negative = inhibition, actives largely listed as inhibitors; hit rate 0.13% among 410,000;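 note: loss of luciferase light is scored as toxicity; potency is the fitted concentration of half-maximal effect; % is set by controls: 0 for no effect and ±100 for the full control effect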
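To flag toxic compounds, the library was rerun on cells for 24 hr at 37 deg C and 5% CO2. Viability-linked luminescence was captured 12 min after adding luciferase detection reagent.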
FUS suppressor = qHTS for Suppressors of FUS Proteinopathy: Primary screen using FUS-linked yeast assay; S. cerevisiae FUS-expressing, growth rescue, OD600, 24 h; Potency, µM (titrated, usually from 76.6 µM), for inactives: at the highest dose growth rescue (activation), usual class: activators; hit rate 0.24% among 390,000;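 note: potency is the fitted concentration of half-maximal effect; plate controls were DMSO vehicle for no effect and reference control for full effect; nearly all actives have a fitted effect of over 55% in size; some results filed as inactive show a strong effect at the top dose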
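FUS-expressing yeast, raffinose-pregrown, induced in 2% galactose minimal medium at OD 0.005; compounds in a dilution series, 24hr at 30C. Growth restoration read as absorbance at 600 nm. CP55940 positive control, DMSO negative.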
PTHR1 ag = qHTS for PTHR1 Agonists: Primary Screen; Potency, µM (top dose mostly 115 µM), without a hit: at the highest dose activation, hits mostly activators; hit rate 0.075% among 410,000; HEK293 GP2 PTHR1 cells, GloSensor cAMP luminescence, 1 h; AID 743266, 2014; Parathyroid hormone/parathyroid hormone-related peptide receptor (Homo sapiens), Q03431; note: potency is the fitted concentration of half-maximal effect; nearly all actives have a fitted effect of over 55% in size; some results filed as inactive show a strong effect at the top dose; inactives centre near -15; many of its hits are not listed in these tables
Target sequence (Q03431 whole entry, looked up): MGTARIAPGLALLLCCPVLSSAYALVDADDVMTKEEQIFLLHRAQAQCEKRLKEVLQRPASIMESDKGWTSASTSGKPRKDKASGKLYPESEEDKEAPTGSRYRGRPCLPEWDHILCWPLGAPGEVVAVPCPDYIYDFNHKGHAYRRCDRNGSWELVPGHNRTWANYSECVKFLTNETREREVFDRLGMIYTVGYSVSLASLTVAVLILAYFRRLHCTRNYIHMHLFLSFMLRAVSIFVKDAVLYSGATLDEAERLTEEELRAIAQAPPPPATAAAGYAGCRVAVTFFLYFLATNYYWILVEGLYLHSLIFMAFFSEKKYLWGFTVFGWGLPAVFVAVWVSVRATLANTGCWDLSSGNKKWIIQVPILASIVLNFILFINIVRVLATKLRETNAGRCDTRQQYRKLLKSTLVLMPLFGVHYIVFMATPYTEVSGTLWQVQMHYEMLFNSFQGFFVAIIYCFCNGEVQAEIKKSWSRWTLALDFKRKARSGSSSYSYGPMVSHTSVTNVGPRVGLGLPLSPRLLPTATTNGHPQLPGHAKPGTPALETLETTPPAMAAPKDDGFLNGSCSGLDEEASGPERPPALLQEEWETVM
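HEK-293-derived GP2 cells expressing PTHR1 and a GloSensor cAMP reporter, 3,000/well, plated overnight, given luciferin plus IBMX (each 0.5 mM as added) for 1 h at 37 °C, then compound for 1 h at 37 °C. Luminescence was read after 15 min at room temperature.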
GLP1R inv ag = qHTS of GLP-1 Receptor Inverse Agonists (Inhibition Mode); Potency, µM (highest dose often 38.3 µM), for inactives: at the highest dose activity change, negative = inhibition, actives largely listed as inhibitors; hit rate 1.6% among 410,000; AID 624417, 2012; HEK293 GLP-1R CRE-luciferase, luminescence, 24 h; GLP-1R form is constitutively active; Glucagon-like peptide 1 receptor (Homo sapiens), P43220; note: potency is the fitted concentration of half-maximal effect; % is set by controls: 0 for no effect and ±100 for the full control effect; nearly all actives have a fitted effect of over 55% in size
Target sequence (P43220 whole entry, looked up): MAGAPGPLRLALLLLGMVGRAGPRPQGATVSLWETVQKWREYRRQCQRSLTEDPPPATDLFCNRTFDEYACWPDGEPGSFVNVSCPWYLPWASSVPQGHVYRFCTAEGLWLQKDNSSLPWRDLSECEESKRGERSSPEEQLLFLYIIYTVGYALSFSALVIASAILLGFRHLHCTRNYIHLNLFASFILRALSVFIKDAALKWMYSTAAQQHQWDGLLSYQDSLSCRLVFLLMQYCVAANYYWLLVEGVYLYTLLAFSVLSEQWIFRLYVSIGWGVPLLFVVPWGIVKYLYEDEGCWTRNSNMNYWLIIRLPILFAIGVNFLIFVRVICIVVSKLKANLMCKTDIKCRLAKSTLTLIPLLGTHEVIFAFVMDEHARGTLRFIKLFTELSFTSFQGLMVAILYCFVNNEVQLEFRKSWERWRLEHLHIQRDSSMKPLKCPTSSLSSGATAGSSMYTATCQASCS
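Luminescence readout: a drop in cAMP-driven luciferase signal flags inverse agonism at a constitutively active GLP-1R stably expressed in HEK293. Compound exposure lasted 24 hr at 37 deg C, 5% CO2.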
aSyn rescue = qHTS of alpha-syn Inhibitors | Yeast expressing alpha-synuclein, growth rescue, BacTiter-Glo, 24 h | Potency, µM (titrated, usually from 46.1 µM), inactives show at the top dose growth rescue (activation), hits mostly activators | hit rate 0.14% among 370,000; note: potency is the fitted concentration of half-maximal effect; % of control where 0% means no effect; nearly all actives have a fitted effect of over 65% in size
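Screening used galactose-induced yeast with toxic alpha-synuclein levels, exposed to compound for 24 hr at 30 deg C. Cell growth, read with BacTiter-Glo luminescence, gave the measured signal.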
An asterisk follows results filed as active; i = inactive; u = inconclusive; x = not tested or not shown; [ ] = dose if it differs, or a comment. Unless noted, calls come from the whole dose curve; as a rule, active = well fitted curve in the direction sought with a large enough effect; inconclusive = small, poorly fitted or top-dose-only effect, or another doubt; inactive = no such curve, though single readings can be large; an effect the other way counts as inactive or inconclusive. Some of the compounds tested. The share of hits here may be higher or lower than overall.

Molecule	TDP43 rescue	Mm-Cpn inhibitor	Abeta rescue	Akt phos inh	HEK293 tox	FUS suppressor	PTHR1 ag	GLP1R inv ag	aSyn rescue
Cc1ccc2nc(-c3ccc(Cl)c(NC(=O)c4ccc5c(c4)OCCO5)c3)oc2c1	17%	x	-17%	x	4%	-26%	-20%	-8%	-1%
COc1ccc(Nc2nc3ccccc3c3nnc(C)n23)cc1Cl	8%	x	12%	x	30%	-6%	20%	16%	x
Cc1ccc(C)c(N(CC(=O)NC2CCCC2)C(=O)c2cc3cc4cccc(C)c4nc3s2)c1	-2%	0%	15%	i	14%	-10%	-23%[57.5 µM]	u	2%
O=C(O)c1c2c(nc3ccc(S(=O)(=O)N4CCC(C(=O)NCc5ccccc5Cl)CC4)cc13)CCCC2	-14%	0%	0%	i	17%	41%	i	12%	-4%
O=C(c1cccnc1)N1CCN(Cc2ccccc2Br)CC1	-12%	0%	-9%	i	19%	24%	-5%[57.5 µM]	1%	-2%
CCOC(=O)CN1C(=O)N[C@@H](c2cccs2)C(C(C)=O)=C1C	6%	x	-4%	i	-9%	-19%	-4%	7%	-3%
CC(C)NC(=O)c1cc(-n2cnnc2)ccc1Cl	-16%	-1%	-4%	i	4%	5%	i	0%	-9%
N#CC(=C1CCCC1)c1nc(-c2ccccc2)cs1	12%	-3%	8%	i	-1%	1%	-26%[57.5 µM]	-12%	0%
CCCCOc1ccc(C2/C(=C(\O)c3ccc4c(c3)OCCO4)C(=O)C(=O)N2CCCN2CCOCC2)cc1 (stereo not given)	16%	-1%	-9%	i	-4%	u	-24%	15%	4%
CCC(C)(C)NC(=O)CN(Cc1ccc2c(c1)OCO2)C(=O)CCC(=O)Nc1ccccn1	5%	5%	1%	i	7%	-3%	i	-7%	3%
CCOc1ccccc1NC(=O)c1cc(=O)c2ccccc2o1	9%	0%	-1%	i	4%	0%	i	4%	-9%
COc1ccc(C(=O)NC(=S)NNC(=O)c2cccnc2)cc1	-29%	1%	2%	i	13%	1%	i	26%	15%
COc1cc(C(=O)NNC(=O)COc2ccc(Br)cc2)ccc1OCC(=O)N1CCOCC1	17%	x	4%	i	-5%	-3%	-13%	15%	-2%
Cc1cc(C(=O)CSc2nc3ccccc3c(=O)n2C)c(C)n1Cc1ccc2c(c1)OCO2	-6%	-14%	-1%	-109%*	-2%	38%	-27%	-1%	6%
O=C(Nc1nc2ccccc2s1)C1c2ccccc2Oc2ccccc21	10µM*	-2%	16%	i	8%[1.53 µM]	-4%	-22%	u	-15%
O=C1C=C(Nc2ccc(Cl)cc2)CC(c2ccco2)C1 (stereo not given)	-9%	-2%	-12%	i	-24%	u	i	-22%	-1%
Cc1ccc2c(=O)cc(C(=O)Nc3sc4c(c3C(N)=O)CCCC4)oc2c1	22%	x	-5%	x	-2%	9%	-5%	-9%	x
CCn1c(SCC(=O)Nc2ccc(OCc3ccccc3)cc2)nnc1-c1ccco1	22%	0%	15%	i	-9%	4%	-24%[57.5 µM]	u	-9%
O=C(CSc1ccccc1)Nc1cccnc1	17%	1%	10%	i	-3%	-5%	i	39%[activator]	-12%
COc1ccc(OC)c2c1C(=O)C(Cl)=C(Cl)C2=O	-91%[inhibitor]	0%	-86%[inhibitor]	i	u	-18%	-96%[inhibitor]	u	-92%[inhibitor]
COc1cc(OC)c2cc[nH]c2c1	21%	-2%	u	i	24%	-19%	-25%	9%	-6%
c1ccc(Cn2nnnc2-c2ccco2)cc1	0%	-2%	6%	i	6%	11%	i	-3%	1%
COc1ccc(S(=O)(=O)NCc2cccn2Cc2cccc(C)c2)cc1Cl	11%	x	-9%	x	35%	35%	-14%	u	x
Oc1ccc(-c2[nH]ncc2-c2cccc3cccnc23)c(O)c1	-6%	0%	5%	i	-21%	1%	-8%[57.5 µM]	-23%	-2%
CSc1ncccc1C(=O)Nc1ncc(C)s1	-8%	1%	15%	i	3%	14%	i	27%	10%
Cc1c(-c2ccccc2)nc(N)c(C#N)c1-c1ccco1	3%	-2%	-6%	i	-16%	6%	i	2%	-1%
CCOc1ccc(CCNC(=O)C2CCCN(C(=O)N(C)C)C2)cc1OCC (stereo not given)	-10%	3%	3%	i	4%	-4%	i	29%	0%
CSCC[C@H](NC(=O)Nc1ccc(C)cc1C)C(=O)O	-10%	1%[15.4 µM]	-11%	i	4%	6%	-26%[57.5 µM]	8%	2%
CCCCCCCc1c(O)nc(SCCN2CCOCC2)[nH]c1=O	9%	1%	1%	i	-5%	-40%	4%	5%	4%
COc1ccccc1CNS(=O)(=O)c1ccc2[nH]cc(C(=O)O)c(=O)c2c1	2%	-3%	9%	i	0%	2%	10%[57.5 µM]	3%	-14%

No new results follow: entries from further up.
Molecule	TDP43 rescue	Mm-Cpn inhibitor	Abeta rescue	Akt phos inh	HEK293 tox	FUS suppressor	PTHR1 ag	GLP1R inv ag	aSyn rescue
CSc1ncccc1C(=O)Nc1ncc(C)s1	-8%	1%	15%	i	3%	14%	i	27%	10%
Cc1c(-c2ccccc2)nc(N)c(C#N)c1-c1ccco1	3%	-2%	-6%	i	-16%	6%	i	2%	-1%
CCOc1ccc(CCNC(=O)C2CCCN(C(=O)N(C)C)C2)cc1OCC (stereo not given)	-10%	3%	3%	i	4%	-4%	i	29%	0%
CSCC[C@H](NC(=O)Nc1ccc(C)cc1C)C(=O)O	-10%	1%[15.4 µM]	-11%	i	4%	6%	-26%[57.5 µM]	8%	2%
CCCCCCCc1c(O)nc(SCCN2CCOCC2)[nH]c1=O	9%	1%	1%	i	-5%	-40%	4%	5%	4%
COc1ccccc1CNS(=O)(=O)c1ccc2[nH]cc(C(=O)O)c(=O)c2c1	2%	-3%	9%	i	0%	2%	10%[57.5 µM]	3%	-14%

The listing picks up with the two entries that preceded the break.
Molecule	TDP43 rescue	Mm-Cpn inhibitor	Abeta rescue	Akt phos inh	HEK293 tox	FUS suppressor	PTHR1 ag	GLP1R inv ag	aSyn rescue
CCCCCCCc1c(O)nc(SCCN2CCOCC2)[nH]c1=O	9%	1%	1%	i	-5%	-40%	4%	5%	4%
COc1ccccc1CNS(=O)(=O)c1ccc2[nH]cc(C(=O)O)c(=O)c2c1	2%	-3%	9%	i	0%	2%	10%[57.5 µM]	3%	-14%
COc1ccc(CN2CCCC(C(=O)Nc3cccc(-n4cccn4)c3)C2)cc1 (stereo not given)	13%	-1%	5%	i	-21%	4%	i	u	5%
COc1ccc(CCNc2ncnc3nc[nH]c23)cc1OC	5%	-2%	-5%	i	-10%	-26%	-62%[inhibitor]	29%	1%
Cc1ccc(NC(=O)COC(=O)C2=COCCO2)cc1	17%	-1%	-2%	i	-4%	-1%	-16%[57.5 µM]	11%	3%
CSc1nc2cc(C)nn2c(-c2ccccc2)c1C#N	0%	-1%	-11%	i	1%	-9%	-10%	61%[activator]	-7%
CN(C)c1ccc(/C=C(/C(=O)c2ccc(Cl)cc2Cl)n2cncn2)cc1	u	2%	-26%	i	-10%	x	-89%[inhibitor]	u	u
CCC(C(=O)Nc1ccccc1OC)n1nc(C)c2sc3ccccc3c2c1=O (stereo not given)	12%	x	-1%	x	-7%	35%	-39%	7%	x
O=Cc1c[nH]c2ccc(OCc3ccccc3)cc12	-1%	-1%	4%	i	5%	-1%	i	-16%	-2%
O=C(OCCN=C1NS(=O)(=O)c2ccccc21)c1cccnc1	u	0%	6%	i	-4%	-2%	-29%	8%	2%
COc1cc(CNC(=O)Nc2nc(C(N)Cc3ccc(Cl)cc3)cs2)cc(OC)c1OC (stereo not given)	11%	x	6%	i	-6%	u	-8%	u	1%
O=C(NCCN1CCNCC1)c1ccccn1	-7%	0%	-2%	i	-7%	5%	i	6%	-16%
Cc1ccc(OCC(=O)Nc2ccc3nc(SCC(=O)Nc4ccc(C)cc4C)sc3c2)cc1	10%	x	-2%	x	8%	-3%	i	9%	x
COCCCNC(=O)CCCCCNS(=O)(=O)c1ccc(Br)cc1	-22%[1.82 µM]	-3%	-8%	i	0%	12%	i	14%	0%
CC1CCN(c2ccc3nnc(CCC(=O)N4CCN(c5ccc(F)cc5)CC4)n3n2)CC1	-7%	0%	-9%	i	-18%	21%	-7%	-27%	0%
O=C(CSc1nc2c(cnn2-c2ccc(F)cc2)c(=O)[nH]1)N1CCOCC1	16%	1%	22%	i	9%	32%	-2%	-7%	2%
N/C(=N\O)c1cn(Cc2ccccc2Cl)c2ccccc12	8%	1%	0%	i	-1%	5%	-22%	1%	3%
